# NOD1 inhibition: inhibition of NOD1-driven NF-kB reporter – cell-based, luminescence, uHTS, primary screen (AID 1578); one-dose inhibition, % at 4 µM; EC50 in µM for titrated hits; NOD1-driven NF-kB luciferase reporter cells, luminescence; higher % means a stronger effect; 290,000 compounds, 1% hits; in the data active means inhibition mostly above about 36%, no sharp cut-off; inactive means mostly below about 34%;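 further: HEK-293T reporter cells stimulated with the NOD1 agonist gamma-tri-DAP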
# KOR beta-arrestin-1: kappa opioid receptor blockers – cell-based, luminescence, uHTS (AID 1778); KOR beta-arrestin recruitment, luminescence, antagonist mode; higher % means a stronger effect; 290,000 compounds, 0.091% hits; inhibition, % at 10 µM; hits with a dose series show IC50 in µM; further: strong numbers were not always called active
# GPR55 beta-arrestin: selective activators of receptor GPR55 – imaging, U2OS cells, beta-arrestin-GFP redistribution, primary screen (AID 1961); 290,000 compounds, 0.048% hits; activation, % at 10 µM, or EC50 in µM where a hit was titrated; U2OS GPR55 beta-arrestin-GFP redistribution imaging; higher % means a stronger effect;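 active means activation above 40% with more than 50 cells counted in the well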;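 further: U2OS osteosarcoma cells stably expressing GPR55 and beta-arrestin-GFP; plate controls were DMSO negative control for no effect and LPI positive control for full effect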
# NOD2 inhibition: NOD2 signaling inhibitors, cell-based, luminescence, uHTS, HEK293 (AID 1566); HEK293 NOD2/NF-kB luciferase reporter, luminescence; higher % means a stronger effect; inhibition, % at 4 µM; hits with a dose series show EC50 in µM; 290,000 compounds, 0.63% hits; further: many of its hits are not listed in these tables
# Myeloid diff 2: promotes myeloid progenitor differentiation. calls only at 10 µM. 360,000 compounds, 1% hits. ER-HoxA9 myeloid progenitors, lysozyme-GFP differentiation, flow cytometry. AID 624256;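 active means normalized GFP-positive differentiation at or above the plate's own cutoff, the solvent-only control mean plus 3 SD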;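 further: cells exposed to compound for four days before flow analysis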
# GPR55 antagonists: inhibition of LPI-stimulated GPR55 beta-arrestin translocation – imaging, U2OS, beta-arrestin-GFP, LPI agonist, primary screen (AID 2013). 290,000 compounds, 0.13% hits. inhibition, % at 10 µM, or IC50 in µM where a hit was titrated. U2OS GPR55 beta-arrestin-GFP translocation imaging, LPI antagonism; higher % means a stronger effect;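 active means spots per cell inhibited over 60%, with over 100 cells counted and total cytoplasm intensity under 500,000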;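 further: U2OS cells stably carrying GPR55 and arrestin-GFP stimulated by 5 µM LPI near EC80; imaged beta-arrestin-GFP aggregate spots per cell after agonist stimulation; plate controls were LPI-stimulated DMSO wells for no effect and DMSO wells without LPI for full effect; some results filed as inactive read as strong as hits; confirmed hits need IC50 under 10 µM and bright autofluorescent wells are also inconclusive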
# T cell HTS: T cell immune modulation candidate | 2C CD8+ T cell-vesicle binding, flow cytometry; hits give low values | calls only at 7 µM | 330,000 compounds, 0.068% hits | AID 2052;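 active means response, share of CD8 T cells binding vesicles, and their 90th percentile fluorescence all below set limits, cut at about 80% in these data, passing the limit was not always enough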
#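 Material: murine 2C transgenic CD8+ T lymphocytes / Also added: QL9-peptide-loaded Drosophila micro-vesicles bearing Ld, ICAM-1 and B7-1 / Schedule: binding step 1.5 h, 37 °C, antibody labelling 20 min, ice / Signal: flow cytometry, PE anti-B7-1 (FL2) versus Alexa647 anti-CD8 (FL8), PFA-fixed / Evaluation: percent CD8+ FL2 mean versus row control / Benchmarks: naked versus QL9-loaded vesicles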
# KOR beta-arrestin-2: kappa opioid receptor activators – cell-based, luminescence, uHTS, primary screen (AID 1777); activation, % at 10 µM; hits with a dose series show EC50 in µM; 280,000 compounds, 0.02% hits; KOR beta-arrestin recruitment, luminescence; higher % means a stronger effect; in the data active means activation above about 50%, passing the limit was not always enough; further: a part of the inactive calls stands beside numbers as strong as those of hits
# NTR1 ag: NTR1-driven beta-arrestin-GFP spot formation – imaging, U2OS cells, high content, primary screen (AID 493036) | agonist mode | activation, % at 20 µM | 330,000 compounds, 0.17% hits;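 active means activation at or above 40% of the spot to cytoplasm intensity ratio, with at least 20 cells analyzed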;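 further: 0% = DMSO without peptide and 100% = 100 nM NTR1 peptide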
# Target sequence (P30989 whole entry, looked up): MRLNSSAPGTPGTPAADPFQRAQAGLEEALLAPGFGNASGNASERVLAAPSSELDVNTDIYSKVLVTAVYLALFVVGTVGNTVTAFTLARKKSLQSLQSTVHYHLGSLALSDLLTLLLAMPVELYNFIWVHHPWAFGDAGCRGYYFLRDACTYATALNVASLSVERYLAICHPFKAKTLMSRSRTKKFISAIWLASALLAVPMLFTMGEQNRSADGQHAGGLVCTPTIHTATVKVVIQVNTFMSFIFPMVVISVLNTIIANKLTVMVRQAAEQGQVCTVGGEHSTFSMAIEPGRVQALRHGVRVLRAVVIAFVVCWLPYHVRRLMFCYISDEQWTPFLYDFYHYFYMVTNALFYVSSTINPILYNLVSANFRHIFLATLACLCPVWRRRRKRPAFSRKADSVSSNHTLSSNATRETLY
# T cell HTS vesicle-bound %: also measured in T cell HTS; calls as there; double positive events, %; measured here: CD8+ vesicle-bound cell fraction;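 binding gate set so that unloaded-vesicle control wells show 10% double positive cells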
# NTR1 ag cell count 20 µM: recorded beside NTR1 ag, whose call it bears; cell count; measured here: cell count, cytotoxicity flag
# Myeloid diff 2 GFP+ MAC1+ %: recorded beside Myeloid diff 2, whose call it bears; GFP+ MAC1+ double positive, %; measured here: differentiation confirmed by MAC1 staining
# The depositor's hits bear a star; i = inactive; . = no result given; + = active, no number; [ ] = remark or other dose. Unless noted, no stated cut-off is given here; in the data, active means inhibition above about 50%; inactive means the rest.
SMILES,NOD1 inhibition,KOR beta-arrestin-1,GPR55 beta-arrestin,NOD2 inhibition,Myeloid diff 2,Myeloid diff 2 GFP+ MAC1+ %,GPR55 antagonists,T cell HTS,T cell HTS vesicle-bound %,KOR beta-arrestin-2,NTR1 ag,NTR1 ag cell count 20 µM
c1ccc(Cn2c(-c3cncs3)nc3ccccc32)cc1,-0.4%,-50.9%,-0.1%,-4.0%,i,1.5,-1.4%,i,31.6,14.0%,0.4,70
Cn1cnnc1SCC(=O)N1CCC(Cc2ccccc2)CC1,-14.0%,7.6%,-0.2%,4.2%,i,0.9,16.5%,i,17.3,-3.7%,1.1,45
COC(=O)c1ccc(N2NC(=O)/C(=C/c3ccc(OC)c(OC)c3)C2=O)cc1,2.3%,-40.9%[20 µM],0.2%,-25.5%,i,0.4,18.8%,i,49.4,3.9%,0.3,71
CCOc1cc(/C=N/NC(=O)C(=O)Nc2cc(Cl)ccc2C)ccc1O,-20.4%,-18.8%,-0.9%,-0.5%,i,0.5,4.5%,i,54.8,-2.7%,0.1,63
O=C(O)c1ccc(-n2ccnc2)c([N+](=O)[O-])c1,-5.3%,-24.1%,0.1%,3.1%,i,0.6,9.1%,i,38.6,5.1%,-1.8,47
O=C(c1ccc(S(=O)(=O)N2CCCC2)cc1)N1CCN(c2cccc(Cl)c2)CC1,-4.5%,6.8%,0.4%,17.2%,i,5.2,0.4%,i,29.0,0.7%,0.9,77
COc1cccc(-c2ccc(SCc3ccccn3)nn2)c1,-71.4%,-11.7%,-0.1%,-95.8%,i,0.4,-6.8%,i,39.3,-1.9%,0.5,63
CC(C)(C)Nc1nc(C(N)=O)nc(N2CCOCC2)n1,52.1%,36.2%,-0.1%,-2.9%,i,0.5,11.8%,i,16.1,-3.1%,-0.8,78
CC(=O)Nc1cccc(OCC(O)Cn2cnc3ccccc32)c1 (stereo unspecified),-14.6%,1.7%,-0.1%,3.5%,i,2.8,-12.9%,i,37.2,-1.8%,5.1,87
Cc1nn(C2CCS(=O)(=O)C2)c(Cl)c1/C=C/C(=O)OCC(=O)Nc1ccccc1OC(F)F (stereo unspecified),5.4%,-4.9%,0.2%,10.5%,i,0.9,-0.7%,i,19.7,-0.8%,-0.7,27
NC(=O)CSc1nnc2n(N)c(=O)c3ccccc3n12,-7.0%,5.1%,0.3%,-0.6%,i,0.7,-8.0%,i,21.1,-5.6%,0.7,60
CCc1[nH]c(=O)c(C#N)c2c1CCCC2,-7.7%,-36.2%,-0.1%,-10.5%,i,1.3,-3.1%,i,62.7,0.2%,0.5,72
Cc1cc(C)c(S(=O)(=O)/N=C2\C=CC(=O)C(Cl)=C2)c(C)c1,11.7%,-37.2%,0.0%,-1.8%,i,5.3,5.6%,i,29.7,-1.6%,0.2,80
COc1cccc(-c2nc(-c3ccc(NC(=O)c4ccncc4)cc3)no2)c1,23.3%,-4.6%,-0.1%,40.6%,i,2.4,6.4%,i,53.2,2.1%,1.5,69
COC(=O)C1=C(C)N(CCc2c[nH]c3ccccc23)C(=O)/C1=C\N(C)C,-6.7%,-11.5%[20 µM],-0.1%,24.6%,i,0.9,5.2%,i,25.7,-3.6%,-0.4,55
COc1ccccc1Oc1ccc(S(=O)(=O)N2CCCCC2C)cc1 (stereo unspecified),-5.9%,-3.9%,.,12.4%,i,0.1,-4.3%,i,22.3,2.5%,3.2,47
Cc1ccc(NC(=O)CCC(=O)NNC(=S)Nc2ccccc2)c(C)c1,-37.6%,-29.1%[20 µM],-0.1%,1.0%,i,0.0,7.6%,i,50.8,.,-0.6,67
CC(=O)CCn1cnc([N+](=O)[O-])n1,-21.9%,16.3%,-0.4%,-5.9%,i,0.9,9.4%,i,46.9,2.8%,0.0,105
COc1cccc(-c2nn(-c3ccccc3)cc2CNC(C)Cn2cncn2)c1 (stereo unspecified),-11.6%,11.8%[20 µM],0.0%,16.4%,i,0.7,10.2%,i,62.3,.,-0.3,61
CCOC(=O)NC(=O)CSc1nc(C)cc(C(F)(F)F)c1C#N,-28.4%,-3.2%,-0.1%,-33.2%,+,0.7*,23.1%,i,35.2,-7.0%,-2.5,96
CCOc1ccccc1N(CC(=O)NCCSCc1ccco1)S(=O)(=O)c1ccccc1,-16.3%,26.0%,-0.1%,3.7%,i,0.4,3.3%,i,38.6,-2.8%,1.3,56
O=C(NCCc1cn2ccccc2n1)c1ccccc1F,.,-3.3%,0.4%,21.7%,i,1.4,5.7%,i,4.1,-2.5%,-0.8,43
CCOC(=O)N1CCN(C(=O)c2c(Cl)cnn2C)CC1,-18.2%,4.5%,0.2%,10.1%,i,0.7,18.0%,i,14.0,3.6%,1.3,75
O=C(NNc1cccc(Cl)n1)c1c(Cl)cccc1Cl,16.1%,-18.7%,-0.1%,-10.4%,i,0.7,8.4%,i,34.6,3.6%,1.1,81
Cn1c(C2CCCCC2)nc2c1c(=O)[nH]c(=O)n2Cc1ccccc1,-27.4%,-35.5%,-0.1%,-4.4%,i,0.1,-3.1%,i,11.8,-6.8%,0.8,64
CSc1ncc(Cl)c(C(=O)Nc2cc(C)ccc2C)n1,2.9%,14.6%,-0.1%,10.8%,i,1.1,3.1%,i,37.7,2.6%,0.9,92
COc1ccc(NC(=O)C(C)N(C)Cc2ccc3ccccc3c2)cc1 (stereo unspecified),1.9%,7.4%,.,5.1%,i,0.5,-10.8%,i,26.2,-2.3%,1.5,27
O=C(O)c1ccccc1-c1ccccc1C(=O)Nc1ccccc1,1.4%,10.7%,0.2%,14.3%,i,0.7,1.4%,i,56.0,-0.3%,0.1,56
O=[N+]([O-])c1ccc(Nc2nc(N/N=C/c3cccc(F)c3)nc(N3CCCC3)n2)cc1,-22.5%,58.0%,-0.2%,-14.6%,i,0.4,25.4%,i,44.6,-1.5%,6.6,76
O=C(CN1C(=O)/C(=C/c2ccccc2F)Sc2ccccc21)NCCCN1CCOCC1,-19.9%,-47.2%,-0.2%,7.4%,i,0.0,9.0%,i,26.2,1.4%,1.2,68
CC1(C)NC(=O)N(CC(O)CN(Cc2ccccc2)Cc2ccccc2)C1=O (stereo unspecified),-11.3%,24.0%,-0.2%,9.6%,i,0.8,2.4%,i,48.1,0.7%,-0.9,86
O=C(OCC(=O)N1CCN(C(=O)c2ccco2)CC1)c1sc2cc(F)ccc2c1Cl,30.4%,-62.9%,0.0%,9.0%,i,1.1,-2.2%,i,45.7,3.1%,-0.2,54
COC(=O)Cc1c(O)ccn(CCc2c[nH]c3ccccc23)c1=O,-31.2%,-6.2%,-0.3%,14.4%,i,0.9,11.4%,i,21.4,-0.1%,0.9,36
O=C(CSc1nnc(-c2ccc(O)cc2)n1Cc1ccco1)c1cccs1,17.0%,-48.6%,-0.2%,4.3%,i,1.5,0.2%,i,27.3,-0.5%,-4.3,100
CCc1ccc(N(C(=O)c2snc(C(N)=O)c2N)C(C(=O)NC2CCCC2)c2ccco2)cc1 (stereo unspecified),3.4%,-0.1%,-0.1%,9.3%,i,0.7,2.9%,i,37.4,2.3%,5.1,42
CCOc1ccc(NC(=O)c2cccc3c2C(=O)N(Cc2cccnc2)C3)cc1,-38.0%,35.5%,-0.1%,7.1%,i,1.1,-7.5%,i,23.2,0.9%,-1.1,53
COc1ccc(Cc2nnc(NS(=O)(=O)c3ccc([N+](=O)[O-])cc3)s2)cc1,-8.3%,1.5%,-0.1%,21.8%,i,3.1,7.0%,i,34.8,2.0%,3.0,40
O=[N+]([O-])c1cccc(-c2nnc3ccc4ccccc4n23)c1,-36.8%,-12.8%,-0.2%,-9.3%,i,0.6,-3.4%,i,46.3,2.5%,1.1,57
N#C/C(=C\c1c[nH]c2ccccc12)C(N)=O,-6.4%,1.8%,0.0%,-4.2%,i,0.0,-14.7%,i,49.7,0.3%,2.3,48
COc1ccc(S(N)(=O)=O)cc1C(=O)NCC(C)(C)N1CCCCC1,-0.7%,-44.7%,0.2%,-12.0%,i,1.1,-1.3%,i,16.6,4.2%,-0.8,51
Cc1ccc(C2C(C#N)=C(N)Oc3c2c(=O)n(C)c(=O)n3C)cc1 (stereo unspecified),0.8%,5.2%,0.4%,18.2%,i,0.7,-3.9%,i,56.4,-0.6%,-0.7,63
Cc1ccc2c(c1)cc(C(=O)N[C@@H](Cc1ccccc1)C(=O)O)n2C,0.8%,-24.9%,0.0%,6.2%,i,0.5,0.3%,i,19.1,-3.7%,0.4,99
O=C1c2ccccc2C(=O)C12Cc1ccccc1N1CCN(c3ccccc3)CC12 (stereo unspecified),-5.8%,-25.5%,-0.2%,-29.7%,i,2.1,-18.6%,.,.,3.7%,.,.
O=C(Nc1ccc2nccnc2c1)c1ccco1,-28.8%,23.3%[20 µM],-0.1%,-15.9%,i,0.2,5.2%,i,2.0,-2.8%,0.2,39
CCOc1ccc(-n2c(N)c(-c3nc4ccccc4n3C)c3nc4ccccc4nc32)cc1,-20.2%,13.9%,-0.1%,-1.7%,i,0.3,3.8%,i,39.7,-2.1%,6.4,51
CCN1CCN(C(c2cccs2)C(C)NC(=O)CC(C)C)CC1 (stereo unspecified),5.9%,20.8%,-0.1%,-9.7%,i,2.5,5.2%,.,.,-3.4%,1.7,79
CCCCN1Cc2cc(C(=O)c3cc(F)ccc3O)cnc2NC1=O,-12.8%,18.5%,0.0%,8.0%,i,1.1,1.5%,i,49.2,-2.9%,-0.5,53
COc1ccc(-n2c(SC(C)C(=O)Nc3ccc(NC(C)=O)cc3)nc3ccccc3c2=O)cc1OC (stereo unspecified),-10.3%,-15.4%,0.0%,26.7%,i,0.4,3.6%,i,44.2,-2.7%,0.0,88
CCOC(=O)C1CCCN(C(=O)c2cc3c(=O)n4ccccc4nc3s2)C1 (stereo unspecified),-16.0%,18.4%,0.0%,3.9%,i,3.8,5.1%,i,12.3,-2.5%,1.9,55
COc1ccc(C2=NS(=O)(=O)N(C)C(C(=O)NC(C)c3ccccc3)=C2)cc1OC (stereo unspecified),-9.5%,-23.9%[20 µM],-0.3%,-4.5%,i,0.9,2.6%,i,27.2,-0.4%,1.9,49

# High-throughput results as filed in PubChem.

# Some of the compounds tested; count on the stated rates, not on these rows.
